CXCR6 inh: CXCR6 (human) receptor inhibition. O00574. CHO-K1 PathHunter CXCR6 beta-arrestin, luminescence. inhibition, % at 20 µM. 360,000 tested, 0.36% active. AID 602244; in the data active = inhibition above about 34%, passing the limit was not always enough;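 also: antagonist mode with CXCL16 agonist at 10 nM final; 0% = 10 nM CXCL16 with DMSO and 100% = unstimulated wells without agonist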
Gli-Sufu antag: antagonists of Gli-Sufu signaling | Sufu-KO-LIGHT fibroblasts, Gli luciferase reporter luminescence | inhibition, % at 5 µM | 340,000 tested, 0.74% active;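 active = inhibition above about 55%, limit read from the data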;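 also: 0% = DMSO-treated cells and 100% = wells with medium but no cells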
APJ ag: APJ receptor agonism; CHO-K1 APJ PathHunter beta-arrestin, luminescence; 0% DMSO wells, 100% apelin; activation, % at 20 µM; 330,000 tested, 0.11% active; AID 2520;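 active = activation more than six SD over the plate average, tested at 20 µM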;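 also: 0% = DMSO alone and 100% = apelin-13 at 10 nM; some results filed as inactive read as strong as hits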
Target sequence (P35414 whole entry, looked up): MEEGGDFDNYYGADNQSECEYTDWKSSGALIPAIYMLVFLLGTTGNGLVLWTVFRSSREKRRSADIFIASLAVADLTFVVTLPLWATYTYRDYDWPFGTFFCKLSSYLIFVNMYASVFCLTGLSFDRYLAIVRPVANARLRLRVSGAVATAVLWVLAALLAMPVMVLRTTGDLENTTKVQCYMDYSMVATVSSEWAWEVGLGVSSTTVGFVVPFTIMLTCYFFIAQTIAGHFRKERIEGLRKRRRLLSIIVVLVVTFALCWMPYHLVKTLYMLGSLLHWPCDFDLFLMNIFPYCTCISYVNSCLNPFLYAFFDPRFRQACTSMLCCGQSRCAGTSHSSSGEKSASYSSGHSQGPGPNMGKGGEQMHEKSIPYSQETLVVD
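Material: engineered CHO-K1 APJ arrestin reporter cells; amount: 1000 CHO-K1 reporter cells seeded per well; incubation: compound stimulation 90 min at 25 °C, detection 60 min; signal: luminescent beta-gal fragment complementation, chemiluminescent substrate; read-out basis: APJ agonist activity; controls: DMSO-only wells as negative, 10 nM Apelin-13 as positive control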
EBI2 block: blocks human EBI2 receptor beta-arrestin signaling | P32249 | EBI2 beta-arrestin recruitment, luminescence, 7a,25-OHC stimulated | inhibition, % at 5 µM | 360,000 tested, 0.81% active; in the data active = inhibition above about 38%;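 also: enzyme fragment complementation signal reports receptor beta-arrestin coupling in cells; 0% = agonist plus DMSO wells and 100% = wells without agonist; some results beyond the cut were filed as inactive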
Target sequence (P32249 whole entry, looked up, the tested form may be a part): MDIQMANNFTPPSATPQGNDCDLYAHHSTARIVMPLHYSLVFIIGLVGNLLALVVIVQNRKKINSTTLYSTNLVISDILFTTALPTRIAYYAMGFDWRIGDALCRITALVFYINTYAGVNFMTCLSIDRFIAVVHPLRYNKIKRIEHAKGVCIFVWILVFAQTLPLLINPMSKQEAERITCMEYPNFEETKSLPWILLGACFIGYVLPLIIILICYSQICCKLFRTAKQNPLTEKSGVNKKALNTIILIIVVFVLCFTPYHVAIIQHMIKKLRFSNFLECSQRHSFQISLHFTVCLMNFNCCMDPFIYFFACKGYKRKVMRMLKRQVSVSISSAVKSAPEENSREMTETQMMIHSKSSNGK
CCR6 antag: CCR6 (human) receptor antagonism; P51684; CHO-K1 CCR6 PathHunter beta-arrestin, luminescence, CCL20-stimulated; inhibition, % at 20 µM; 340,000 tested, 0.49% active;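 active = compounds whose inhibition of the agonist-driven luminescence signal at 20 µM reaches about 50%, limit read from the data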;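 also: cells stimulated with CCL20 at 14 nM final; plate controls were DMSO with CCL20 for no effect and DMSO without agonist for full effect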
ATG4B inh: ATG4B (human) cysteine protease inhibition. Q9Y4P1. ATG4B cleavage of LC3-PLA2, NBD-HPC fluorescence, 1 h. 340,000 tested, 0.51% active. inhibition, % at 8.33 µM; in the data active = inhibition above about 40%
APJ antagonist: antagonists of human APJ apelin receptor; P35414; CHO-K1 APJ beta-arrestin complementation, luminescence; inhibition, % at 20 µM; 330,000 tested, 0.32% active; AID 2521;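 active = inhibition above about 40% at 20 µM, limit read from the data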;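 also: cells challenged with 10 nM apelin-13 agonist together with compound; plate controls were apelin-13 plus DMSO wells for no effect and DMSO wells lacking apelin-13 for full effect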
UBC13 polyUb: human UBC13 polyubiquitination inhibition; UBC13 polyubiquitin chain formation, TR-FRET; inhibition, % at 20 µM; 330,000 tested, 0.47% active; AID 485273; in the data active = inhibition above about 45%, passing the limit was not always enough
Target sequence (P61088 whole entry, looked up): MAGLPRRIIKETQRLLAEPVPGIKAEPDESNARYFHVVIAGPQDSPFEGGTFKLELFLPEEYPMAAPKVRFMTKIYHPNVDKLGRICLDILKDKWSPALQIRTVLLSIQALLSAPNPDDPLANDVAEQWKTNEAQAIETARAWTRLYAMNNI
Numbers without * were called inactive; . = no result given.

Each structure is followed by: APJ ag	EBI2 block	UBC13 polyUb	APJ antagonist	ATG4B inh	CXCR6 inh	CCR6 antag	Gli-Sufu antag
Cc1n[nH]c(C)c1CCNCc1ccc(OCC(O)CN2CCCCC2)cc1 (configuration not stated)
    -1	2	-2	-1	9	-11	5	-2
O=[N+]([O-])c1cccc(-c2nnc3cccc(Cl)n23)c1
    -2	4	3	12	3	6	3	-26
Cc1cccc(N=Nc2c(O)[nH]c3ccc(Br)cc23)c1
    -2	10	-16	14	2	9	12	0
CC(CCc1ccccc1)NC(=O)Cc1cccs1 (configuration not stated)
    -1	2	-3	-7	6	-2	1	-5
COc1ccc(-n2c(O)c(C=Nc3ccccc3)c3ccccc3c2=O)cc1OC
    -7	-9	-7	-5	0	1	7	4
COc1cccc(Nc2ncnc3sc(C)cc23)c1
    -3	-2	2	-6	2	-4	6	-32
C/C=C(\C)CN1CCN(c2ccccc2F)CC1
    -2	-7	-5	5	-1	6	-6	0
CC(=C/c1ccccc1)/C=N/NC(=O)c1ccccn1
    4	-10	-6	12	5	6	9	-50
CCCCC(=O)NCCc1ccc(S(N)(=O)=O)cc1
    -1	-6	-5	3	-7	-18	0	0
CCCOc1ccc(C(CC(=O)O)NC(=O)C23CC4CC(CC(C4)C2)C3)cc1 (configuration not stated)
    -3	-9	-5	-15	-3	8	4	3
CC(=O)Nc1ccc(S(=O)(=O)n2nc(-c3ccc(C)cc3)nc2N)cc1
    11	-12	7	-10	-11	4	-10	8
COc1ccc(C2(c3ccc(OC)cc3)NC(=O)N(CC(=O)Nc3cc(C)on3)C2=O)cc1
    -5	15	12	-14	-3	0	-1	0
O=C(NCCCN1CCCC1=O)C1CCN(S(=O)(=O)c2c(Cl)cccc2Cl)CC1
    -2	3	-5	13	-1	4	11	-23
CCCCC(Sc1nc(C)c(Cc2ccccc2)c(=O)[nH]1)C(=O)O (configuration not stated)
    0	5	-20	-3	2	-4	-1	-3
O=C(NCCc1ccccc1)c1ccc([N+](=O)[O-])cc1
    1	-4	7	-3	.	-8	7	-75
Cc1nnc(SCC(=O)Nc2sccc2C#N)s1
    8	-13	1	-15	-1	7	-3	-23
NC(=O)c1ccsc1NC(=O)COC(=O)c1ccc(Cl)c(N)c1
    6	-6	4	1	-10	-14	2	-24
Cc1ccc(CN2CCN(Cc3ccon3)CC2CCO)cc1 (configuration not stated)
    -1	-15	-2	18	-5	-5	13	1
Cc1ccc(CSc2nc3c(c(=O)[nH]2)CCC3)cc1
    0	-9	-12	1	4	-6	5	3
O=C(COc1ncnc2sccc12)Nc1cccc(S(=O)(=O)N2CCOCC2)c1
    0	0	8	-1	-9	2	14	-7
Cc1cccc(OCC(=O)OC(C)C(=O)Nc2ccc(Cl)cn2)c1 (configuration not stated)
    -4	2	-2	13	-11	1	1	-11
COc1ccccc1N1CCN(C(=O)c2ccc3c(=O)n(Cc4ccco4)c(=S)[nH]c3c2)CC1
    0	-8	-21	10	-9	10	11	17
COc1ccc(CNC(=O)C(=O)NCC2OCCN2S(=O)(=O)c2cccs2)cc1 (configuration not stated)
    -5	-11	-8	-13	4	-4	6	-2
Cc1cc(C)c(NC(=O)COc2ccccc2C(=O)Nc2ccc3c(c2)oc2ccccc23)c(C)c1
    -2	-4	7	-13	-8	-7	1	4
Cc1cc(O)c(C(=O)/C=C/c2c(F)c(F)c(F)c(F)c2F)c(=O)o1
    -2	-14	-12	4	10	-3	7	6
CCc1ccc(C(=O)NNC(=O)Cn2c(=O)cnc3ccccc32)cc1
    -2	-12	-1	-13	0	-11	12	-9
CC(=NNC(=S)N1CC2CCC(CC2)C1)c1cnccn1
    .	2	.	.	-7	14	-18	55
CN(Cc1ccccc1)C(=O)c1[nH]cnc1C(=O)Nc1ccc(Cl)cc1
    -2	1	17	3	0	15	7	-14
CCOC(=O)C1CCN(C(=O)CN2C(=O)C(C(C)C)Oc3ccccc32)CC1 (configuration not stated)
    0	1	-2	-8	-5	2	5	-2
O=C(c1ccc(Cl)c(S(=O)(=O)N2CCOCC2)c1)N1CCN(Cc2ccccc2)CC1
    1	-1	-14	3	-7	3	19	-3

An excerpt from above in order of their number in ATG4B inh, smallest number first:
structure,ATG4B inh
CC(=NNC(=S)N1CC2CCC(CC2)C1)c1cnccn1,-7
CCOC(=O)C1CCN(C(=O)CN2C(=O)C(C(C)C)Oc3ccccc32)CC1 (configuration not stated),-5
Cc1n[nH]c(C)c1CCNCc1ccc(OCC(O)CN2CCCCC2)cc1 (configuration not stated),9

New compounds follow
Each structure is followed by: APJ ag	EBI2 block	UBC13 polyUb	APJ antagonist	ATG4B inh	CXCR6 inh	CCR6 antag	Gli-Sufu antag
CC(C)CC(=O)Nc1c2c(nn1-c1ccc(F)cc1)CSC2
    -3	-7	-3	9	3	5	-5	9
CCCCOC(=O)CSc1nnc(N)s1
    2	-15	3	5	-17	-4	0	2
O=S(=O)(Nc1cccc(-c2nnco2)c1)c1ccc(Cl)cc1
    3	13	6	6	2	1	1	0
Cc1ccc(C)c(S(=O)(=O)NCc2ccc(C(=O)N3CCN(c4ccccc4)CC3)cc2)c1
    4	4	10	-11	-13	1	14	9
Nc1ncnc2c1C(c1ccccc1)c1c(ccc3ccccc13)O2 (configuration not stated)
    0	16	17	-6	-14	0	8	19
CCOC(=O)c1nn(-c2ccc(OC)cc2)c(=O)c2c(N)scc12
    -3	0	-18	-1	-16	4	2	6
c1ccc(C(c2ccccc2)N2CCN(Cc3nc(-c4cnccn4)no3)CC2)cc1
    -4	9	-5	11	2	5	12	-2
Nc1c(/C=C2/C=CC(=O)C(O)=C2)c(=O)nc2sc(CC(=O)N3CCCCC3)nn12
    -2	13	-28	-23	16	2	36	.
O=c1cnnc(Nc2cccc(C(F)(F)F)c2)[nH]1
    -2	1	-4	9	-2	2	-12	4
O=C1c2ccccc2C(=O)N1CSc1nnc(Nc2ccccc2)s1
    -2	-16	-5	-19	-6	-10	6	2
Cc1ccc(NC(=S)N(C)C)cc1C
    -5	4	-8	9	-10	6	10	3
Cc1cccc2nc(C(=O)Nc3cc(Cl)ccc3-n3cncn3)cn12
    -1	-3	6	3	-4	-6	-1	-13
O=C(Cc1cccs1)Nc1cccc(-c2nc3cc4ccccc4cc3[nH]2)c1
    .	17	.	.	10	11	-4	-110
O=C1c2cccc3cccc(c23)C(=O)N1c1ccc2ncccc2c1
    -3	7	-14	-1	4	5	7	4
COc1ccc(OCC(=O)NNC(=O)c2ccc(-c3ccccc3)cc2)cc1
    -3	7	-5	-4	-3	3	-5	13
COc1ccccc1NS(=O)(=O)c1cc(C(=O)N2CC(C)CC(C)C2)ccc1C (configuration not stated)
    -2	12	-12	1	-2	8	8	4
CCOCCCn1cnc2c3cc(F)ccc3n(C)c2c1=O
    4	-3	16	4	-13	-1	11	-12
Cc1ccc(S(=O)(=O)N2[C@@H](c3ccccc3F)C(C(=O)O)=CC[C@H]2c2cccc(Cl)c2)cc1
    -4	2	-10	-9	-15	1	6	3
CNC(=O)NC(=O)CSc1ncc(C(F)(F)F)cc1Cl
    1	13	-2	4	-10	9	-1	-4
CC(C)C[C@@]12C(=O)N(c3cccc(Cl)c3)C(=O)N1[C@H](c1ccc(F)cc1)[C@@H]1C(=O)N(C3CCCCC3)C(=O)[C@@H]12
    5	-1	0	-29	1	-11	4	7
COc1ccc2c(c1)C(=O)CC(c1ccc3c(c1)OCCO3)O2 (configuration not stated)
    -2	6	4	5	7	1	14	-19
O=C(NCCCN1CCOCC1)c1ccc(CSCc2cccc(Cl)c2)o1
    -1	0	-6	13	-6	5	16	10
O=c1c2cc(Cl)cc(Cl)c2nc2n1CCC2
    -3	2	4	10	1	-8	-2	-4
O=C(Nc1ccc(F)c(Cl)c1)C1CCCN(c2cnccn2)C1 (configuration not stated)
    -3	3	8	7	1	4	15	-4
CCCCC(=O)N/N=C/c1cc([N+](=O)[O-])ccc1N1CCOCC1
    -3	-12	-7	5	3	-2	14	5
COc1ccc(NC(=O)CNC(=O)Cn2c(C)cc3ccccc3c2=O)c(OC)c1
    -6	-1	-6	-7	-1	-17	-13	10
COc1ccc(-n2nc3c(N4CCC(C(=O)NCCc5ccccc5C)CC4)nnc(C)c3c2C)cc1
    4	5	9	-43	9	-2	17	-4
COc1ccccc1CN1CCNC(=O)C1CC(=O)NCCc1cnccn1 (configuration not stated)
    -2	-13	-6	-9	9	1	1	7
CCC1C(=O)NCCN1C(=O)c1cccc(OC2CCN(S(=O)(=O)N(C)C)CC2)c1 (configuration not stated)
    3	-5	0	32	3	8	3	0
CCOC(=O)N1CCC(NC(=O)CCS(=O)(=O)c2ccc3c(c2)CCN3C(=O)CC)CC1
    2	-4	-3	-1	-9	-4	-1	4
Cc1cc(NS(=O)(=O)c2c(C)c(C)cc(C)c2C)no1
    0	6	-5	9	-5	7	-8	-1
Cc1noc(C)c1S(=O)(=O)N1CCCC(C(=O)N2CCN(C3CCCCC3)CC2)C1 (configuration not stated)
    -5	1	-14	-72	-3	2	1	3
CCOC(=O)C1=C(CSc2n[nH]c(N)n2)NC(=O)NC1C (configuration not stated)
    -5	-13	0	1	14	4	-11	4
O=C(COc1cccc2cccnc12)N/N=C/c1cccn1-c1ccc(F)cc1
    12	-5	-10	-20	-5	-10	-22	-1
Cc1ccc(C2(c3ccccc3)NC(=O)N(CC(=O)NC3CCCCC3)C2=O)cc1C (configuration not stated)
    -4	4	4	-3	4	1	26	5
Cc1ccc(-c2[nH]ncc2/C=N/n2c(C)nc3ccccc3c2=O)cc1
    2	-3	-2	5	-6	13	12	14
CCNS(=O)(=O)c1ccc(CCC(=O)N2CCN(C(=O)OCC)CC2)cc1
    -1	5	-4	12	3	-4	-3	-3
CCN(CC)C(=O)CSc1nnc(-c2ccccn2)n1-c1ccc(C)c(C)c1
    -1	-2	1	2	-14	16	2	1
COc1ccc(-c2[nH]c(-c3ccc(F)cc3)nc2SCC(=O)NC2CCCC2)cc1
    -1	29	4	3	-10	-2	6	-1

Screening data deposited in PubChem by Sanford-Burnham Center for Chemical Genomics.

The order is random, and some 3% of all compounds hit somewhere here.
